TDP1 inh: qHTS Assay for Inhibitors of Tyrosyl-DNA Phosphodiesterase (TDP1). Tyrosyl-DNA phosphodiesterase 1 (Homo sapiens), Q9NUW8. Potency, µM (highest dose often 130 µM), for the others: top-dose activity change, negative = inhibition, hits mostly inhibitors. actives 0.28% (n = 350,000). recombinant TDP1, AlphaScreen DNA substrate cleavage; also: nearly all actives have a fitted effect of over 40% in size
Target sequence (Q9NUW8 whole entry, looked up): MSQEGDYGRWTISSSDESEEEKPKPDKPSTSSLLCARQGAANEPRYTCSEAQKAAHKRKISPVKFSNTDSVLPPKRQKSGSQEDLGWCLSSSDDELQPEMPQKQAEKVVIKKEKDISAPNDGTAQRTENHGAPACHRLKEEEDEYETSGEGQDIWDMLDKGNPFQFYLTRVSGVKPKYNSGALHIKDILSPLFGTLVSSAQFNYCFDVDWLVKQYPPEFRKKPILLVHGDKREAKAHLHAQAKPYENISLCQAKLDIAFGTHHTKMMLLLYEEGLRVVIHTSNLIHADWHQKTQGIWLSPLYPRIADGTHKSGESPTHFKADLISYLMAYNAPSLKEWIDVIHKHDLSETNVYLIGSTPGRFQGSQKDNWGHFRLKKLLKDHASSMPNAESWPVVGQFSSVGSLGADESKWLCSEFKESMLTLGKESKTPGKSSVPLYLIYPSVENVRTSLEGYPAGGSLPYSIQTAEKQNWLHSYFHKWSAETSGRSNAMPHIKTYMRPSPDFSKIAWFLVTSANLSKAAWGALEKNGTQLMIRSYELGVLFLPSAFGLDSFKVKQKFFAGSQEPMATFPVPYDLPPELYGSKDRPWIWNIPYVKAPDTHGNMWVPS
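Enzyme-compound mixtures sat 15 min at room temperature, followed by a 5 min reaction with 15 nM final substrate and 10 min with AlphaScreen beads. Recombinant human Tdp1 was used at 1 nM final.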
DT40 TDP1 CPT: qHTS for Inhibitors of human tyrosyl-DNA phosphodiesterase 1 (TDP1): qHTS in cells in presence of CPT; chicken DT40 Tdp1-/-;hTDP1 cells + 20 nM CPT, ATP luminescence, 48 h; Potency, µM (titrated, usually from 46.2 µM), for the others: top-dose activity change, negative = growth inhibition, most hits filed as inhibitors; actives 12% (n = 420,000); AID 686979, 2013; also: nearly all actives have a fitted effect of over 55% in size
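Chicken DT40 Tdp1-/- cells stably complemented with human TDP1 were seeded at 400 cells/well in medium containing 20 nM camptothecin, exposed to pin-transferred compounds, and grown at 37 °C for at least 48 hr. Viability was read as ATP luminescence.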
TDP1 cell noCPT: qHTS for Inhibitors of human tyrosyl-DNA phosphodiesterase 1 (TDP1): qHTS in cells in absence of CPT; Potency, µM (highest dose often 46.2 µM), for inactives: top-dose activity change, negative = growth inhibition, usual class: inhibitors; DT40 Tdp1-/- hTDP1 cells, no CPT, ATP luminescence, 48 h; actives 15% (n = 420,000); also: nearly all actives have a fitted effect of over 55% in size
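Camptothecin absent (DMSO only). Human TDP1-complemented DT40 knockout cells, 400 cells/well, 37 °C for minimum 48 hr; ATP measured via CellTiter-Glo, 30 min dark incubation, luminescence.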
Starred values were filed as active, the others as inactive; ? = inconclusive; / = no result given; & = joins results of further samples; [ ] = another dose, or the depositor's remark. Calls follow the shape of the dose curve; as a rule, active = well fitted curve in the direction sought with a large enough effect; inconclusive = small, poorly fitted or top-dose-only effect, or another doubt; inactive = no such curve, though single readings can be large; an effect the other way counts as inactive or inconclusive. % is scaled to controls: 0 for no effect and ±100 for the full control effect; potency is read from the fitted curve at half-maximal effect.

SMILES	TDP1 inh	DT40 TDP1 CPT	TDP1 cell noCPT
C=CC[C@@H](Cc1ccc(F)cc1)C(=O)OC[C@H]1CCCN1C(=O)[C@@H](CC=C)CC(=O)N[C@@H](CO)Cc1ccccc1	-3%	12µM*	12µM*
CN(Cc1ccccc1)C(=O)COC(=O)c1cncc(Br)c1	2%	7%	7%
COc1cc(=O)n2c(c1C(=O)NCc1ccco1)CCN(Cc1cccc(C)n1)CC2	/	4%[9.04 µM]	5%
COc1cccc(CNc2ccc3[nH]c(=O)[nH]c3c2)c1OCc1ccccc1Cl	14%	?	?
COc1cccc(-c2nnc(SCC(=O)N3CCCC3=O)n2-c2ccccc2)c1	4%	-22%	-9%
CN1CCN(S(=O)(=O)c2cccc(S(=O)(=O)c3cccc(S(=O)(=O)N4CCN(C)CC4)c3)c2)CC1	6%	-10%	-26%
Cc1cc(=O)n(Cc2cccc(F)c2)c2c1c(C)nn2-c1cccc(F)c1	-6%	-13%	-1%
O=C(CCS(=O)(=O)c1cccs1)N1CCN(c2ccc(F)cc2)CC1	-1%	-28%	-29%
NC(=S)N/N=C\c1c(OCc2ccccc2Cl)ccc2ccccc12	6%	6.5µM*	?
COc1ccc(S(=O)(=O)N(C)C[C@@H]2OCCCC[C@H](C)Oc3ccc(NC(=O)Nc4ccc(C(F)(F)F)cc4)cc3C(=O)N([C@H](C)CO)C[C@H]2C)cc1	/	19%	7.3µM*
CCOc1ccccc1C(=O)N1CCC(n2nnc3cc(C(F)(F)F)ccc32)CC1	2%	?	?
CCOC(=O)Nc1ccc2c(c1)N(C(=O)CN(C)C)c1ccccc1S2	/	-22%	?
CN(C)S(=O)(=O)c1cccc(NC(=O)c2sccc2-c2ccccc2)c1	4%	-21%	?
CC(=O)CC(=O)NC1CCc2ccccc21 (stereo not given)	/	-3%	-22%
Cc1cc2cc(CN(CCN3CCOCC3)C(=O)Nc3ccccc3F)c(=O)[nH]c2cc1C	4%	?	?
CC(=O)Nc1ccc(OCC(O)CN2CCN(c3ccc(C)c(Cl)c3)CC2)cc1 (stereo not given)	3%	?	-28%
C=C(c1ccccc1Cl)[n+]1ccccc1	/	12µM*	7.3µM*
COc1cc(C23CCCN(CCC(C(C)(C)C)C2)C32OCCO2)cc(OC)c1OC (stereo not given)	/	?	23µM*
Cc1nc(SCc2ccc(O)c([N+](=O)[O-])c2)c([N+](=O)[O-])[nH]1	9%	21µM*	21µM*
C[C@H]1CN([C@@H](C)CO)C(=O)CCCn2cc(nn2)CO[C@@H]1CN(C)S(=O)(=O)c1cccc(F)c1	/	-17%	-5%
O=C(NC(=S)NC1CCCCCCCCCCC1)c1cccnc1	3%	?	15µM*
O=c1oc(CCCO)cc2ccc(/C=C/c3cccc([N+](=O)[O-])c3)cc12	0%	-28%	?
O=C(COC(=O)c1ccc([N+](=O)[O-])cc1)NC12CC3CC(CC(C3)C1)C2	1%	-14%	3%
CCC(=O)Nc1ccc(C(=O)NNC(=O)C2CCCCC2)cc1	2%	6%	18%
CCN(CC)C(=S)SCC(=O)c1ccc(Br)cc1	5%	-4%	23µM*
O=S(=O)(c1ccccc1)N1CCC[C@@]2(CCN(c3ncccn3)C2)C1	/	-5%	-19%
COc1ccc(C2=C(C)C(N3CCC(C(=O)NCc4ccc(C)o4)CC3)=NS2(=O)=O)cc1	8%	-16%	-28%
O=C(O)CSCNC(=O)CC12CC3CC(CC(C3)C1)C2	-3%	-11%	-8%
Cc1ccc(NC(=O)Cn2c(=O)n(CCCCC(=O)NCc3ccccc3Cl)c(=O)c3ccccc32)cc1	4%	?	23µM*
CN(C)c1ccc(C(CNC(=O)COc2ccc(Cl)cc2)N2CCCC2)cc1 (stereo not given)	6%	?	?
O=C(Cn1cc(SCc2ccc(Cl)cc2)c2ccccc21)N1CCCC1	3%	?	?
Cc1oc2ccc(O)c(CN3CCOCC3)c2c1C(=O)Nc1cccc(C(F)(F)F)c1	-4%	16µM*	?
COC(=O)[C@H](CCSC)NC(=O)Cn1cnc2c(OCc3ccccc3)ncnc21	0%	-27%	-26%
Cc1nc2ccc(-c3nc4cc(N)ccc4o3)cc2[nH]1	4%	?	?
COc1cc2c(cc1OC)C(C)N(C(=O)Nc1ccc(F)cc1)CC2 (stereo not given)	/	13µM*	7.3µM*
COc1ccc([C@H]2CC(=O)C=C(c3cccc(Cl)c3)C2)cc1OC	1%	15µM*	?
CC1CCCCC1NC(=O)c1ccc(NC2=NC3CS(=O)(=O)CC3S2)cc1 (stereo not given)	2%	-8%	7%
COc1ccc(OC)c(C(=O)CSc2nnc(-c3cccnc3)n2C)c1	-7%	-4%	-19%
O=C(NC1CCCc2ccccc21)C1CCCC1 (stereo not given)	/	25%	-9%
Cc1ccc(-c2nn(-c3ccccc3)cc2C(=O)Nc2cccc(S(=O)(=O)N3CCOCC3)c2)cc1	-3%	-25%	?
Cc1c(C)c2ccc(OCC(=O)N3CCC(C(=O)O)CC3)cc2oc1=O	/	1%	9%
O=c1c(-c2ccccc2)nc2cnc(N3CCOCC3)nc2n1Cc1ccc(F)cc1	/	-15%	-2%
O=c1c(-c2ccc(Cl)cc2)nc2cnc(Oc3ccccc3)nc2n1C1CC1	/	21%	-20%
Cc1cc(Cl)ccc1NC(=S)NCCC(c1ccccc1)c1ccccc1	3%	16µM*	16µM*
CCCCP(=O)(c1ccccn1)c1ccccn1	-4%	-16%	12%
COCCNC(=O)CN(C(=O)Cn1nnc2ccccc21)c1cc(C)cc(C)c1	-1%	-16%	-11%
CCNC(=O)CC1SC(=Nc2cccc3ccccc23)N(C)C1=O (stereo not given)	-3%	-20%	7%
CCOC1=C2[C@H](c3ccccc3)N(S(=O)(=O)c3ccc(C)cc3)[C@H](C(C)C)[C@H]2n2c(=O)n(-c3ccccc3)c(=O)n2C1	/	-11%	-11%
CC(N)c1csc(Nc2ccc(S(C)(=O)=O)cc2)n1 (stereo not given)	/	16%	0%
CCOCCCN(C(=O)c1snc(C(N)=O)c1N)C(C(=O)NC1CCCC1)c1ccc(O)c(OC)c1 (stereo not given)	-2%[0.0935 µM]	2%	-3%
CC(C)(CNS(=O)(=O)c1ccc(Cl)cc1)N1CCCCC1	-1%	-16%	-5%
CNC(=O)c1ccc2nc(NC(C)=O)sc2c1	5%	?	-19%
CC(C)C[C@H]1CN(CCCC[C@H]2CNC(=O)C(=O)N2CC2CCCCC2)C(=O)C(=O)N1CCc1ccc(O)cc1	/	0%	-22%
CCO[C@H]1OC(C(=O)O)=C[C@@H](c2cn(C(C)=O)c3ccccc23)[C@@H]1CCCO	/	-1%	1%
O=C(NCC(c1ccco1)N1CCCC1)c1ccc(-n2cccn2)cc1 (stereo not given)	0%	?	-26%
COC(=O)C1=CN(c2ccc(C)cc2)C(N)=C(C#N)C1c1ccccc1F (stereo not given)	/	?	?
Cc1ccc(C)c(CN2C(=O)NC3(CCCCCC3)C2=O)c1	14%	12%	-3%
CCOc1ccc2nc(NC(=O)CSc3ccccc3)sc2c1	0%	?	26µM*
COCCn1c(=O)c(-c2ccccc2)nc2cnc(Oc3ccccc3)nc21	/	-3%	-28%
CCCNC(=O)c1ccc(N2CCC3(CC2)CC(c2ccccc2)=NO3)c([N+](=O)[O-])c1	/	21µM*	?

Fetched by structure from the entries so far (7):
SMILES	TDP1 inh	DT40 TDP1 CPT	TDP1 cell noCPT
Cc1nc(SCc2ccc(O)c([N+](=O)[O-])c2)c([N+](=O)[O-])[nH]1	9%	21µM*	21µM*
Cc1oc2ccc(O)c(CN3CCOCC3)c2c1C(=O)Nc1cccc(C(F)(F)F)c1	-4%	16µM*	?
O=C(CCS(=O)(=O)c1cccs1)N1CCN(c2ccc(F)cc2)CC1	-1%	-28%	-29%
CCOCCCN(C(=O)c1snc(C(N)=O)c1N)C(C(=O)NC1CCCC1)c1ccc(O)c(OC)c1 (stereo not given)	-2%[0.0935 µM]	2%	-3%
COc1cc(=O)n2c(c1C(=O)NCc1ccco1)CCN(Cc1cccc(C)n1)CC2	/	4%[9.04 µM]	5%
CCOC1=C2[C@H](c3ccccc3)N(S(=O)(=O)c3ccc(C)cc3)[C@H](C(C)C)[C@H]2n2c(=O)n(-c3ccccc3)c(=O)n2C1	/	-11%	-11%
Cc1nc2ccc(-c3nc4cc(N)ccc4o3)cc2[nH]1	4%	?	?

Not a retest: two of the compounds above.
SMILES	TDP1 inh	DT40 TDP1 CPT	TDP1 cell noCPT
Cc1ccc(C)c(CN2C(=O)NC3(CCCCCC3)C2=O)c1	14%	12%	-3%
CCOc1ccc2nc(NC(=O)CSc3ccccc3)sc2c1	0%	?	26µM*

Further compounds
SMILES	TDP1 inh	DT40 TDP1 CPT	TDP1 cell noCPT
C#CCNCCS(=O)(=O)N(Cc1ccc(Br)cc1)[C@@H](C)C(=O)O	0%[56.1 µM]	11%	-3%
CC1CCN(c2nc3ccccn3c(=O)c2C=O)CC1	1%	-13%	0%
COc1ccc2c(c1OC)C(=O)N1C2SC(C)(C)[C@H]1C(=O)NCC(C)C (stereo not given in full)	/	3%	6%
CC1(C)Cc2c(cnn2-c2ccccc2)C(NC(=O)CCN2CCCC2=O)C1 (stereo not given)	1%	-16%	-26%
COc1ccc(C)cc1S(=O)(=O)NCC(c1cccs1)S(=O)(=O)c1ccc(C)cc1 (stereo not given)	0%	23µM*	?
CCCN1CCN(CCCNC(=O)Cn2nc(C)n3c(cc4cc(F)ccc43)c2=O)CC1	4%&1%	-7%&-3%	-2%&-2%
COc1ccc(C(C(=O)NC2CCCCC2)N(C(=O)c2ccco2)c2ccc(-n3cnnn3)c(C)c2)cc1 (stereo not given)	/	-23%	-27%
CCOc1ccccc1NC(=O)Cn1nnc(C(=O)Nc2ccc(C)cc2)c1N	2%	-4%	-11%
Cc1ccc(S(=O)(=O)NCc2cccnc2)cc1	/	-6%	-2%
CCN(CC)c1ccc(/C=C2\CCC(/C=C(/C#N)C(=O)Nc3ccccc3F)=C2N2CCOCC2)cc1	/	2.1µM*	2.3µM*
CC(C)c1[nH]c(=O)c(C#N)c2c1CSC(C)(C)C2	-1%	0%	-1%
COC(=O)[C@]1(Cc2ccccc2)N[C@H](CN(C)C(C)=O)[C@@H]2C(=O)N(Cc3ccccc3)C(=O)[C@@H]21	4%	-6%	4%
COc1ccc(/C=C/c2c(-c3ccc(OC)cc3)oc(=O)c3cc(OC)c(OC)cc23)cc1	3%	?	?
O=C(OCc1nc2ccc(Cl)cc2n1CCO)c1ccc2c(c1)OCO2	6%	-8%	-11%
Cc1nc2cc(N3CCOCC3)c(NC(=O)C3CC3)cc2c(=O)n1Cc1ccccc1	4%	-8%	-11%
CC(=O)c1ccc(-c2[nH]c3ccccc3c2CCN2C(=O)c3ccccc3C2=O)cc1	/	?	?
Cc1cc(NC(=O)Cn2nc(-c3ccccc3F)ccc2=O)ccc1-n1cnnn1	1%	-17%	-6%
COc1ccc(NC(=O)C2(C)CCN2C)cc1OC (stereo not given)	/	-9%	-5%
Nc1nc(SCc2ccc(Cl)c(Cl)c2)n[nH]1	-3%	?	-21%
CCOC(=O)[C@H]1[C@H]2COc3ccccc3[C@@H]2N2C(=O)CN(Cc3ccc(C)cc3)C(=O)[C@@]12C	10%	2%	-11%
CCCCC(NC(=O)Cc1c(C)c2cc3c(-c4ccccc4)coc3c(C)c2oc1=O)C(=O)O (stereo not given)	/	32%[activator]	-9%
CC(=O)c1nnn(-c2cccc(C#N)c2)c1C	5%	16%	-1%
Cc1ccc(C)c(-n2c(-c3ccncc3)n[nH]c2=S)c1	5%	3%	-2%
O=C(COc1ccccc1)Nc1nnc(-c2ccccc2Cl)o1	/	-20%	-24%
O=C(NCCc1ccc(F)cc1)N1CCOCC1	0%	?	12%
CCOc1ccccc1CNC(=O)CSc1n[nH]c(-c2ccccc2Cl)n1	3%	13µM*	23µM*
O=C1Nc2ccccc2NC(c2ccc3c(c2)OCO3)=C1N(Cc1ccc(F)cc1)C(=O)c1ccco1	/	16µM*	?
COc1cc(NC(=O)C2CCCN2C(=O)OCc2ccccc2)cc(OC)c1 (stereo not given)	-3%	-26%	-15%
Brc1ccc(CSc2ccc3nnc(-c4cccnc4)n3n2)cc1	0%	?	21µM*
COc1ccc(NC(=O)COC(=O)CN2C(=O)C3CCCCC3C2=O)cc1 (stereo not given)	/	-9%	-9%
O=C(COc1ccc(/C=N/NC(=O)c2ccncc2)cc1)Nc1cccc([N+](=O)[O-])c1	14%	?	?
O=C(Nc1nnc(-c2ccccc2F)s1)C1CCN(S(=O)(=O)c2ccc(Cl)cc2)CC1	2%	-16%	?
O/N=C/c1cc(Br)cc(Br)c1OCc1ccccc1	1%	?	?
O=C1C2CCCCC2C(=O)N1Cc1ccccc1 (stereo not given)	3%	-6%	-10%
